# Compound activity as filed in PubChem.
# OXTR agonist – human OXTR agonism. P30559. CHO-OTR cells, Fluo-8 calcium fluorescence; normalized: DMSO 0%, oxytocin 100%. activation, % at 3 µM. actives 0.32% (n = 320,000). AID 2435;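 active means activation above the mean of all tested compounds plus 3 SD, cutoff set per screening run, cut at about 20% in these data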;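 further: peak over basal fluorescence ratio from a 100 s FLIPR kinetic read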
# GPR7 antag – blocks human GPR7 receptor signaling; P48145; GPR7-expressing cells, fluorescence antagonist assay; inhibition, % at 4.4 µM; actives 1.1% (n = 290,000); AID 1861; in the data active means inhibition above about 16%, passing the limit was not always enough;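 further: cells stimulated with the agonist NPW; 0% = agonist with vehicle and 100% = vehicle without agonist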
# Target sequence (P48145 whole entry, looked up): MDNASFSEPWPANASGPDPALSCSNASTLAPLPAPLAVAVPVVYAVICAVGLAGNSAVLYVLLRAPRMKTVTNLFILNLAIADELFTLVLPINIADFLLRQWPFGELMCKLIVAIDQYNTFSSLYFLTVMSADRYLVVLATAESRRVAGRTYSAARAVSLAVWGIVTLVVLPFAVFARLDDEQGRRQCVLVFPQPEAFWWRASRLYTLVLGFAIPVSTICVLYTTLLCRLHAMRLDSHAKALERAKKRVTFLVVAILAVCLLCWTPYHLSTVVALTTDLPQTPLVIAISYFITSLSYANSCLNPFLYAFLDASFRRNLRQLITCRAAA
# FID counter – counter-screen for HCV NS3 helicase inhibitors: DNA intercalator displacement; DNA fluorescent intercalator displacement, fluorescence; inhibition, % at 7.9 µM; actives 0.17% (n = 290,000); AID 1845; in the data active means inhibition above about 37%;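 further: 0% = vehicle and 100% = reference compound; higher means more ethidium bromide displaced from hairpin DNA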
# MEKK3 PB1 HTS – raises or lowers MEK5 binding to the human MEKK3 PB1 domain. actives 1.4% (n = 290,000). AID 1529. Q99759. bead-based flow cytometry, Alexa488-MEK5 binding to MEKK3; actives lie on both sides; 0 = blocked by unlabeled MEK5, 100 = vehicle. binding response (% of control), % at 10 µM;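 active means binding response more than 3 SD above or below the average of its plate-row segment, actives on both sides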;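 further: Alexa488 bead fluorescence after subtracting the streptavidin-only scavenger bead signal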
# Target sequence (Q99759 whole entry, looked up, the tested form may be a part): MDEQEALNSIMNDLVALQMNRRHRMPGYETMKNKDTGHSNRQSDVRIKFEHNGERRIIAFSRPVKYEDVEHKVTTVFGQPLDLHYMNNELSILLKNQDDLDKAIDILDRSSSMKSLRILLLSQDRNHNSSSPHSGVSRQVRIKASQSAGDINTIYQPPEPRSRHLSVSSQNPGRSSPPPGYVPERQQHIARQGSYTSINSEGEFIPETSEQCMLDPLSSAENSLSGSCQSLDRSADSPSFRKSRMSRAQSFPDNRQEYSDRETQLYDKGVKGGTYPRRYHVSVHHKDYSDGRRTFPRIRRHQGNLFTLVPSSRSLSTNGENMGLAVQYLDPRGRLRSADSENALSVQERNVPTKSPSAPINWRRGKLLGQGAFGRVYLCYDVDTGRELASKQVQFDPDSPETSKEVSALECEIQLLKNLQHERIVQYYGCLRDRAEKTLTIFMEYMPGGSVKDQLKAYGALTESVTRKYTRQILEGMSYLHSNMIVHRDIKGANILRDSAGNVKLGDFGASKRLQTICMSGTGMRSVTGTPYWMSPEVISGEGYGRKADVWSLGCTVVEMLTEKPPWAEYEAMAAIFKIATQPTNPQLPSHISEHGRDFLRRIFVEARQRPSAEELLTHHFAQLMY
# MEKK2 WT-MEK5 – raises or lowers MEK5 binding to wildtype human MEKK2 PB1 domain; Q9Y2U5; bead flow cytometry, Alexa488-MEK5 binding to MEKK2 WT; actives lie on both sides; actives 1.1% (n = 290,000); binding response (% of control), % at 10 µM; in the data active means binding response below about 67% or above about 130%
# M18AAP inhibitor – blocks P. falciparum M18 aspartyl aminopeptidase; recombinant PfM18AAP, H-Glu-NHMec fluorogenic cleavage; inhibition, % at 7.35 µM; actives 1.2% (n = 290,000); AID 1822;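 active means inhibition above the campaign mean inhibition over all tested compounds plus 3 SD, cut at about 28% in these data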;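 further: 0% = plate median of test compound wells and 100% = 2 mM ZnCl2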
# PHOSPHO1 inh – PHOSPHO1 (human) inhibition; Q8TCT1; recombinant PHOSPHO1, absorbance phosphatase assay; inhibition, % at 13.3 µM; actives 1.1% (n = 290,000); AID 1565; in the data active means inhibition above about 60%
# NALP1 inh – blocks the NALP1 inflammasome reconstituted in yeast. actives 0.61% (n = 280,000). S. cerevisiae NALP1/ASC/caspase-1 growth, X-gal OD620, 72 h. inhibition, % at 10 µM; in the data active means inhibition mostly above about 24%, no sharp cut-off; inactive means mostly below about 32%; further: some compounds called inactive have numbers as strong as hits
# MEKK2 mut-MEK5 – signal of MEK5 binding to mutant human MEKK2 PB1 domain | bead flow cytometry, Alexa488-MEK5 binding to MEKK2 mutant | percent response, % at 10 µM | actives 0.35% (n = 290,000); in the data active means percent response above about 24%, passing the limit was not always enough; further: inactives centre near 1; some results filed as inactive read as strong as hits; reference of the scale not given here
# An asterisk follows results filed as active; . = no result given.
1. Cc1ccc(S(=O)(=O)N2CCN(C(=S)NCCc3ccccc3)CC2)cc1
2. COCCN1Cc2cccc(C(=O)Nc3cc(OC)ccc3OC)c2C1=O
3. N#Cc1sc2nc(N3CCCCC3)c3c(c2c1N)CCCC3
4. Cc1ccc(C)c(C(=O)COC(=O)c2cc(Cl)nc3ccccc23)c1
5. O=C(COc1ccc2ccc(=O)oc2c1)Nc1ccc(CCO)cc1
6. C=CCn1c(=O)c2ccccc2n2c(SCc3csc(-c4ccccc4)n3)nnc12
7. O=C1NC2(Nc3ccccc31)C(=O)Nc1ccccc12 (stereo unspecified)
8. CC(C)CCNC(=O)C(c1ccco1)N(CC1CCCO1)C(=O)Cn1nnc2ccccc21 (stereo unspecified)
Compound,1,2,3,4,5,6,7,8
OXTR agonist,2.6,2.7,-2.5,0.7,-0.1,-0.2,-1.5,-1.0
GPR7 antag,-5,-14,-14,-3,5,-12,-6,-3
FID counter,-6,-21,-1,0,-23,-2,-2,-28
MEKK3 PB1 HTS,98,.,102,97,98,.,98,95
MEKK2 WT-MEK5,103,.,109,105,99,.,97,98
M18AAP inhibitor,4,0,4,-8,-3,-5,1,7
PHOSPHO1 inh,-21,9,1,-16,24,-8,-4,8
NALP1 inh,4,28*,8,41,2,22,.,-10
MEKK2 mut-MEK5,0,.,4,-2,1,.,9,0

9. O=C(NCC(c1ccco1)N1CCN(c2ccccc2)CC1)OCc1ccccc1 (stereo unspecified)
10. Cc1cc(CN(C)Cc2ccc(OCC(O)CN(C)Cc3ccccc3)cc2)on1 (stereo unspecified)
11. c1ccc(-c2oc3ncnc(N4CCOCC4)c3c2-c2ccccc2)cc1
12. O=C(c1cc2cc(Cl)ccc2oc1=O)N1CCCCCCC1
13. CC1(C)CC(=O)c2cnc(NC3CC3)nc2C1
14. CN(C)c1nc(OCCOC(=O)COc2ccc(Cl)cc2Cl)nc(N(C)C)n1
15. O=C(/C=C/c1ccccc1)/C=C/c1ccccc1
16. CCn1cc([N+](=O)[O-])nc1C
Compound,9,10,11,12,13,14,15,16
OXTR agonist,-2.4,1.0,.,0.6,0.6,-1.5,-1.9,0.4
GPR7 antag,-3,14,-10,-17,-6,-14,4,1
FID counter,-10,26,3,-8,5,-32,-5,-14
MEKK3 PB1 HTS,97,66,106,103,129*,93,95,102
MEKK2 WT-MEK5,100,77,106,106,113,91,76,102
M18AAP inhibitor,-8,13,10,3,1,5,21,1
PHOSPHO1 inh,-8,54,16,34,50,-21,-26,-9
NALP1 inh,27,-7,24,4,-2,8,61,22
MEKK2 mut-MEK5,11,-19,1,6,1,-5,-2,-1

17. CC1CCN(c2ccc(C(=O)NCc3ccco3)cc2[N+](=O)[O-])CC1
18. COc1cc2ccc(=O)oc2c(CC=C(C)C)c1OC
19. CCOc1ccc(Cn2ccnc2CCl)cc1[N+](=O)[O-]
20. COc1ccc(OC)c(NC(=O)C(=O)N/N=C(\C)CC(=O)Nc2ccc(Cl)cn2)c1
21. Cc1cccc(C(=O)N(CC(=O)Nc2sc(C)c(C)c2C(N)=O)C2CCCC2)c1
22. Fc1ccc(Cn2c(SCc3ccc(F)c(F)c3)nnc2C(F)(F)F)cc1
23. COCCNC(C(=O)Nc1cc(Cl)cc(Cl)c1)c1ccccc1 (stereo unspecified)
24. CCOC(=O)CSC1=NC(=O)/C(=C\c2ccc(Cl)cc2)S1
Compound,17,18,19,20,21,22,23,24
OXTR agonist,-3.0,-1.9,-0.6,-3.2,5.3,-0.4,-2.3,5.9
GPR7 antag,-7,.,-14,12,-4,-2,-15,-9
FID counter,-12,.,2,-22,-32,-26,-14,-4
MEKK3 PB1 HTS,102,107,.,100,101,106,99,100
MEKK2 WT-MEK5,104,103,.,97,103,110,109,98
M18AAP inhibitor,10,.,1,-4,5,-2,-13,7
PHOSPHO1 inh,23,-1,4,-4,45,19,7,26
NALP1 inh,22,-13,18,9,0,5,3,17
MEKK2 mut-MEK5,-1,2,.,-1,5,8,5,-1

25. C#CCOCCOCCOCCNc1nc(N2CCN(C(=O)Cn3cc(CCCN=C(N)N)nn3)CC2)nc(N2CCN(C(=O)[C@H]([C@@H](C)CC)n3cc(CCC(=O)O)nn3)CC2)n1
26. CCc1c(C)c(C#N)c2[nH]c3ccccc3n2c1=S
27. O=C(CC12CC3CC(CC(C3)C1)C2)NCC(c1ccc(F)cc1)N1CCOCC1 (stereo unspecified)
28. CCCCNC(=O)c1onc(CSc2nc3ccccc3[nH]2)c1C(=O)NCCCC
29. CCN(CC)S(=O)(=O)c1cccc(NC(=O)CSc2nnc(N)s2)c1
30. O=C(c1ccco1)n1nc(-c2cccnc2)nc1NCc1ccco1
31. C/C(CC(=O)Nc1cc(C)ccn1)=N\NC(=O)c1ccncc1
32. O=C(Nc1cccc2ccccc12)N1CCc2ccccc2C1
Compound,25,26,27,28,29,30,31,32
OXTR agonist,-0.9,0.4,1.5,-1.7,1.8,-0.6,0.4,-1.3
GPR7 antag,3,-3,10,-7,-6,-3,-8,-6
FID counter,-28,-6,-19,-27,-4,-10,-7,-4
MEKK3 PB1 HTS,105,95,94,98,96,100,99,110
MEKK2 WT-MEK5,102,90,95,95,94,99,97,99
M18AAP inhibitor,2,1,-13,7,2,8,9,9
PHOSPHO1 inh,-21,19,10,-19,18,-16,18,-6
NALP1 inh,11,9,1,15,8,8,-16,1
MEKK2 mut-MEK5,5,-9,-2,-8,-2,-2,-1,3

33. Cc1ccc(NC(=O)CCN2CCc3ccccc3C2)cc1
34. Cc1ccc(S(=O)(=O)NCCCCCC(=O)Nc2ccccc2C)cc1
35. O=C(CCCc1ccccc1)Nc1ccccc1[N+](=O)[O-]
36. Cc1ccccc1NC(=O)CCN1CCCCCC1
37. Cc1cccc(COc2ncnc3nc[nH]c23)c1
38. COc1ccc(C(=O)Nc2cccc(-c3nc4ncccc4o3)c2C)cc1OC
39. CC1=C(C(=O)OCC2CCCO2)C(c2ccccc2)C2=C(CCCC2=O)N1 (stereo unspecified)
40. CC(C)Oc1cccc(C(=O)NC(=S)Nc2ccc(Cl)c(C(=O)O)c2)c1
Compound,33,34,35,36,37,38,39,40
OXTR agonist,-0.5,-1.3,-2.4,-0.8,1.1,1.4,-1.3,-0.4
GPR7 antag,-3,-9,-13,-7,-5,-9,-11,-2
FID counter,7,-27,-3,0,-9,-11,-12,-36
MEKK3 PB1 HTS,86,92,107,100,91,111,89,103
MEKK2 WT-MEK5,94,95,107,106,88,109,88,99
M18AAP inhibitor,-2,-3,-1,1,-7,0,4,26
PHOSPHO1 inh,4,-6,24,.,-3,-3,-1,22
NALP1 inh,38,22,21,.,25,-13,2,5
MEKK2 mut-MEK5,-3,-2,2,1,-2,18,-10,0

41. CCNC(=S)Nc1cccc(NC(=O)c2ccccc2O)c1
42. Cc1cc2nc(SCC(=O)O)nc(C)c2cc1C
43. COC(=O)Nc1nnc(Cc2ccc(Cl)cc2)s1
44. CCOC(=O)c1ccc(S(=O)(=O)N2CCN(C(=O)c3nn(C)c(=O)c4ccccc34)CC2)cc1
45. O=C(CNC1CC1)Nc1cc(C(F)(F)F)ccc1Cl
46. CCN(c1ccccc1)S(=O)(=O)c1ccc(Cl)c(NC(=O)CSc2n[nH]c(N)n2)c1
47. COc1ccc(S(=O)(=O)Nc2ccccc2-c2nnn(CC(=O)Nc3ccccc3OC)n2)cc1
48. CCOC(=O)C1(Cc2ccc(Cl)cc2)CCN(Cc2cn(CC)nc2C)CC1
Compound,41,42,43,44,45,46,47,48
OXTR agonist,0.0,1.2,1.5,-2.0,-1.9,-0.5,2.8,2.2
GPR7 antag,-4,27,3,-8,-10,-6,-10,7
FID counter,-6,1,-5,-6,1,-14,-3,5
MEKK3 PB1 HTS,100,102,99,104,109,99,98,112
MEKK2 WT-MEK5,100,102,97,98,107,106,103,106
M18AAP inhibitor,2,-1,4,0,14,7,-2,3
PHOSPHO1 inh,-12,-16,22,12,-6,-3,-15,37
NALP1 inh,-3,14,12,-7,-1,25,-32,6
MEKK2 mut-MEK5,3,3,-1,-3,6,8,-1,3

# Ordered by number of heavy atoms (high to low): part of the list above
47. COc1ccc(S(=O)(=O)Nc2ccccc2-c2nnn(CC(=O)Nc3ccccc3OC)n2)cc1
44. CCOC(=O)c1ccc(S(=O)(=O)N2CCN(C(=O)c3nn(C)c(=O)c4ccccc34)CC2)cc1
46. CCN(c1ccccc1)S(=O)(=O)c1ccc(Cl)c(NC(=O)CSc2n[nH]c(N)n2)c1
42. Cc1cc2nc(SCC(=O)O)nc(C)c2cc1C
Compound,47,44,46,42
OXTR agonist,2.8,-2.0,-0.5,1.2
GPR7 antag,-10,-8,-6,27
FID counter,-3,-6,-14,1
MEKK3 PB1 HTS,98,104,99,102
MEKK2 WT-MEK5,103,98,106,102
M18AAP inhibitor,-2,0,7,-1
PHOSPHO1 inh,-15,12,-3,-16
NALP1 inh,-32,-7,25,14
MEKK2 mut-MEK5,-1,-3,8,3

# Going on with the list.
49. COC(=O)N1CCN(c2ccc(C)cc2)C(C)C1 (stereo unspecified)
50. O=[N+]([O-])c1ccc(Cl)c(CN2CCCCCC2)c1
51. O=C(NNS(=O)(=O)c1ccc2ccccc2c1)c1cc(-c2ccccn2)nc2ccccc12
52. COc1ccccc1NC(=O)c1ccccc1NS(=O)(=O)c1cccs1
53. COc1ccc(N2CCN(C(=O)CNC(=O)Cc3ccccc3)CC2)cc1
54. Cc1cccc(NS(=O)(=O)c2ccc(C(=O)NCC(C)(C)N3CCOCC3)cc2)c1C
55. O=C(O)[C@@H](O)c1ccccc1
56. COc1ccc(OC(C)C(=O)N2CCN(c3ccccn3)CC2)cc1 (stereo unspecified)
Compound,49,50,51,52,53,54,55,56
OXTR agonist,-0.1,-1.9,-0.1,2.2,0.5,2.5,-0.8,0.0
GPR7 antag,-10,-12,-4,7,-6,-12,0,-11
FID counter,-5,-1,-14,-24,-20,7,-1,-11
MEKK3 PB1 HTS,103,102,106,110,101,105,74,107
MEKK2 WT-MEK5,98,105,101,101,101,109,73,104
M18AAP inhibitor,-11,10,-6,-16,5,2,-4,0
PHOSPHO1 inh,43,.,5,32,.,65*,8,-1
NALP1 inh,-7,-74,24,-5,1,2,-8,8
MEKK2 mut-MEK5,-1,12,2,-4,-1,9,4,1

# 2 compounds from above, limited to MEKK2 mut-MEK5 and OXTR agonist.
cpd | canonical_smiles | MEKK2 mut-MEK5 | OXTR agonist
50 | O=[N+]([O-])c1ccc(Cl)c(CN2CCCCCC2)c1 | 12 | -1.9
51 | O=C(NNS(=O)(=O)c1ccc2ccccc2c1)c1cc(-c2ccccn2)nc2ccccc12 | 2 | -0.1

# (cont.)
57. COc1cccc(-c2nc(Oc3cc(C)cc(C)c3)c3ccccc3n2)c1O
58. Cc1ccc(S(=O)(=O)NCc2ccccn2)cc1C
59. Cc1c(NC(=O)C(C)OC(=O)c2sc3ccccc3c2Cl)c(=O)n(-c2ccccc2)n1C (stereo unspecified)
60. CCc1ccc(N2CC(C(=O)OCC(=O)Nc3cc(C)on3)CC2=O)cc1 (stereo unspecified)
61. CN=C1c2cc3c(Br)c(OC)ccc3n2CCN1C
62. C/C(=N\NC(=O)COc1ccccc1)c1ccc(O)cc1
63. Cn1c(N)c(S(=O)(=O)N2CCCC2)c(=O)n(C)c1=O
Compound,57,58,59,60,61,62,63
OXTR agonist,-0.4,-0.8,-1.4,-1.3,0.5,0.8,0.5
GPR7 antag,-2,7,-5,-4,-9,-9,-11
FID counter,1,-6,-13,-15,4,-8,-3
MEKK3 PB1 HTS,105,98,102,101,100,98,102
MEKK2 WT-MEK5,120,100,103,102,106,94,100
M18AAP inhibitor,-9,7,-2,-3,-2,1,-12
PHOSPHO1 inh,11,25,-6,11,-12,30,38
NALP1 inh,30,14,15,30,-36,14,10
MEKK2 mut-MEK5,10,-5,-2,1,7,-2,2
